M17LAP inhibition: P. falciparum M17LAP inhibitors, primary screen, biochemical, fluorogenic H-Leu-NHMec substrate, 1536-well (AID 1619); hit rate 0.38% among 220,000; recombinant M17LAP, H-Leu-NHMec fluorogenic kinetic assay; higher % means a stronger effect; inhibition, % at 30 µM; hits with a dose series show IC50 in µM;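 active = compound inhibiting the enzyme by more than half at any dose during confirmatory dose-response retesting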;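 note: plate controls were full reaction with DMSO carrier for no effect and no enzyme background for full effect; strong numbers were not always called active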
b-catenin transl: beta-catenin nuclear translocation modulation; nuclear translocation activity, % at 5 µM; hit rate 0.3% among 190,000; AID 1665; HeLa beta-catenin nuclear translocation, immunofluorescence imaging;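 active = nuclear translocation activity above 50% at 5 µM, with a well cell count of 50 or more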;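 note: per-cell ratio of nuclear to cytoplasmic median beta-catenin stain intensity; plate controls were DMSO negative control for no effect and GSK-3 inhibitor IX positive control for full effect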
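Technique: fluorescence imaging of beta-catenin antibody stain plus DAPI / Material: human HeLa cell line / Incubation: compound treatment 24 h, 37°C, 5% CO2 / Read-out basis: % activation of per-cell nuclear versus cytoplasmic median beta-catenin signal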
MT stabilize HCS: microtubule stabilization, imaging screen. HeLa tubulin immunostaining HCS, 24 h; share of cells brighter than vehicle mean+2SD. % tubulin-high responders, % at 10 µM. hit rate 0.83% among 200,000. AID 2205;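 active = plate Z-score above 3 for both tubulin-high and condensed-nucleus cell shares, with cell loss under 80%, at 10 µM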;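 note: anti alpha tubulin signal scored within the nucleus-defined area of each cell; some results filed as inactive read as strong as hits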
Dynein cargo inh: dynein cargo transport inhibition; z-score, hits read low; hit rate 0.47% among 220,000; 3617.4 mouse cells, GR-EGFP nuclear translocation imaging; test concentration mostly 20 µM; stimulated with dexamethasone, 1 µM; active compounds read low;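 active = plate z-score of nuclear minus cytoplasmic receptor signal below a set negative limit, without overly bright fluorescence or cell loss, cut at about -3.5 in these data, passing the limit was not always enough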;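 note: z-score of nuclear minus cytoplasmic ring GR-EGFP intensity difference per well; some compounds called inactive have numbers as strong as hits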
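Buffer or medium: tetracycline-free induction medium containing charcoal-stripped FBS / Reagent: dexamethasone agonist, 1.0 µM final, for 30 min / Technique: automated 10x imaging of fixed Hoechst-stained cells / Times: induction 48 h, compound 1 h, agonist 30 min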
Autophagy mod: autophagy modulation, high-content screen | MEF GFP-LC3 puncta imaging; test concentration mostly 10 µM | calls only at 10 µM (by protocol) | hit rate 0.98% among 190,000 | AID 463193;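 active = percentage of spot-positive cells more than 3 SD above its plate mean, without a fluorescence outlier flag or 80% toxicity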;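 note: spot-positive cell cutoff set from DMSO-treated cells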
ER stress rescue: protection against thapsigargin-triggered cell killing – 384-well, CSM14.1, ATP luminescence, primary screen (AID 1222); CSM14.1 thapsigargin-induced death rescue, ATP luminescence; higher % means a stronger effect; one-dose cellular ATP content (survival), % at 20 µM; EC50 in µM for titrated hits; 190,000 tested, under 10 active;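 active = EC50 below 50 µM in the dose-response confirmation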;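 note: death triggered by thapsigargin at about 15 µM added after 2 h compound pretreatment; cell ATP read after overnight thapsigargin exposure of roughly 18 to 22 hours; normalized against plate controls of thapsigargin alone and 5% DMSO vehicle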
K1F lysis inhibition: protection from phage-mediated lysis, alamar blue read-out – E. coli UTI89, K1F phage, bacterial capsule biogenesis inhibitors (AID 488966) | E. coli UTI89 K1F phage lysis, alamar blue, 2 h; higher % means a stronger effect | one-dose inhibition, % at 100 µM; IC50 in µM for titrated hits | hit rate 0.02% among 340,000;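 active = phage lysis inhibition, versus mean bacterial control, above a set limit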;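 note: capsule biogenesis inhibitors block K1F phage lysis so surviving cells raise fluorescence; higher fluorescence means more inhibition of phage lysis; actives were called in the ten point dose series up to 300 µM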
M1AAP inhibition: P. falciparum M1AAP inhibitors, biochemical, fluorogenic H-Leu-NHMec substrate, 1536-well (AID 1445); recombinant M1AAP, H-Leu-NHMec fluorogenic kinetic assay; higher % means a stronger effect; inhibition, % at 30 µM; hits with a dose series show IC50 in µM; hit rate 0.42% among 220,000;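 active = primary inhibition above the hit cutoff, then over 50% inhibition at one or more dose response concentrations, cut at about 23% in these data, passing the limit was not always enough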;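 note: plate controls were DMSO full reaction for no effect and no enzyme background for full effect; strong numbers were not always called active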
Ins promoter up: MIN6 insulin promoter up-regulation; hit rate 0.3% among 190,000; MIN6 insulin promoter-GFP reporter, high-content imaging; active compounds read high; z-score at 5 µM;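 active = z-score above 3 at 5 µM with at least 500 cells counted in the well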
Dynein cargo inh cytoplasmic EGFP: further read-out of Dynein cargo inh, marked with its call; z-score; measured here: cytoplasmic GR-EGFP intensity; active compounds read high
Dynein cargo inh nuclear GR-EGFP: further read-out of Dynein cargo inh, marked with its call; z-score; measured here: nuclear GR-EGFP intensity;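 lower value marks the stronger effect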
Dynein cargo inh cell count: also measured in Dynein cargo inh; calls as there; z-score; measured here: cell count per field
Ins promoter up cell count: second read-out of Ins promoter up, no call of its own (marks repeat the call); cell count; measured here: cytotoxicity, nuclei count;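 total cells summed across four imaged fields per well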
b-catenin transl cell count 5 µM: second read-out of b-catenin transl, no call of its own (marks repeat the call); cell count; measured here: cell count, cytotoxicity flag
MT stabilize HCS Hoechst-high %: further read-out of MT stabilize HCS, marked with its call; % Hoechst-high responders; measured here: nuclear condensation Hoechst responders;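 share of cells brighter than vehicle mean plus two SD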
MT stabilize HCS cytotoxicity %: second read-out of MT stabilize HCS, no call of its own (marks repeat the call); toxicity, %; measured here: cytotoxicity by cell density;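 0% = mean cell density of plate MIN control wells and 100% = no cells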
Autophagy mod cell loss 18 h: further read-out of Autophagy mod, marked with its call; toxicity, %; measured here: cell loss, nuclei count;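 cell loss after 18 h compound exposure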
Numbers without * were called inactive; i = inactive; · = no result given; [ ] = another dose, or the depositor's remark.

Value order – M17LAP inhibition	b-catenin transl	b-catenin transl cell count 5 µM	MT stabilize HCS	MT stabilize HCS Hoechst-high %	MT stabilize HCS cytotoxicity %	Dynein cargo inh	Dynein cargo inh cytoplasmic EGFP	Dynein cargo inh nuclear GR-EGFP	Dynein cargo inh cell count	Autophagy mod	Autophagy mod cell loss 18 h	ER stress rescue	K1F lysis inhibition	M1AAP inhibition	Ins promoter up	Ins promoter up cell count
CC(=O)c1cccc(NC(=O)CN(c2ccc(F)cc2)S(C)(=O)=O)c1
→ -10%	-0.6	1182	5.8	5.6	3.9	0.064	-0.31	0.062	0.01	i	-2	0.9%	1.3%	5%	-1.6	968
Cc1ccc(C)c(/C(O)=C2\C(=O)C(=O)N(CCCn3ccnc3)C2c2ccncc2)c1 (stereo unspecified)
→ 17%	0.3	1235	1.2	1.4	9.2	-0.21	-0.17	0.094	0.24	i	0	-1.3%	-1.0%	6%	-0.68	1391
COc1cc(/C=C2\SC(=S)N(NS(=O)(=O)c3ccccc3)C2=O)ccc1O
→ 39µM*	0.5	1290	·	·	·	-0.35	0.74	-0.061	-0.11	·	·	·	-0.2%	25µM*	-0.15	1091
CCc1ccccc1OCCCCN1CCCC1
→ 12%	-0.8	1061	3.1	1.8	11	-0.2	-0.11	0.15	-0.045	i	1	-1.6%	0.3%	0%	0	1825
CC(C)N1C(=O)CN(C2CCCCCC2)C(=O)C1c1ccccc1F (stereo unspecified)
→ 1%	-2.0	908	2.3	2.1	9.1	0.13	-0.21	0.17	0.34	i	-4	0.9%	6.6%	-1%	0.4	1370
O=C(CSc1cccs1)Nc1cccc2ccccc12
→ -2%	-2.1	1118	1.8	2.6	8.4	0.15	-0.22	0.39	-0.67	i	-13	-0.1%	1.9%[50 µM]	-3%	0.04	1553
Cc1c(CN2CCCC(CO)(Cc3cccc(Cl)c3)C2)cnn1C (stereo unspecified)
→ -10%	-2.7	985	0.8	1.2	0.1	-0.71	-0.35	-0.28	1.6	i	10	-2.5%	0.1%	16%	0.49	1536
NC(=O)c1c(NC(=O)c2ccc(S(=O)(=O)N3CCOCC3)cc2)sc2c1CCCCC2
→ 8%	-1.7	1094	3.7	1.5	4.9	1	-0.14	0.63	-0.49	i	2	3.8%	1.4%[50 µM]	7%	-0.3	1514
COC(=O)CSc1[nH]c(=O)cc(C)c1C#N
→ 0%	1.6	1327	3.0	2.8	3.1	-0.74	-0.35	-0.14	0.39	i	10	0.4%	-0.3%	7%	0.09	1510
O=C(OCc1ccc([N+](=O)[O-])cc1)C1CCN(S(=O)(=O)c2ccccc2)CC1
→ -9%	-1.8	1170	2.0	2.3	6.8	1.4	-0.19	0.95	-0.99	i	2	-1.6%	0.4%[50 µM]	7%	-0.01	1344
CCN(CC)c1ccc(/C=C2\SC(=O)N(C(C)C)C2=O)o1
→ 5%	-0.2	1278	·	·	·	-1.6	31	4.8	-0.27	·	·	·	·	5%	·	·
COc1ccc2c(c1)c(=O)cc(C)n2CC(=O)NCc1ccco1
→ -2%	-3.2	1111	4.5	3.4	7.5	-0.83	-0.23	-0.056	0.44	i	13	-1.3%	1.2%	6%	-1.2	893
COc1ccc(/C=N/NC(=O)CNC(=O)c2ccc(S(=O)(=O)N3CCOCC3)cc2)c(OC)c1
→ 5%	-0.2	1100	4.0	2.9	4.5	-0.32	-0.28	-0.52	0.1	i	1	6.6%	-0.2%[50 µM]	2%	0.62	1328
CCCOC1CCCN(Cc2nc(-c3ccc(C(=O)OC)cc3)no2)C1 (stereo unspecified)
→ 9%	0.5	1259	·	·	·	2.5	-0.02	1.4	-1.6	·	·	·	0.2%	2%	-0.36	1054
CC(=O)O[C@@H]1[C@@H](OC(C)=O)[C@H](n2ccc3cc([N+](=O)[O-])ccc32)OC[C@@H]1OC(C)=O
→ 9%	·	·	2.6	2.0	23	-0.89	-0.25	-0.34	0.61	i	-1	·	0.4%	1%	·	·
COC(=O)c1cccc(NC(=O)Nc2ccc(Cl)cc2)c1
→ 3%	0.4	1306	·	·	·	-0.095	-0.28	0.01	0.93	·	·	·	·	0%	-1.2	1053
O=C(NC1CCCCCC1)c1ccc2c(=O)n3c(nc2c1)CCCCC3
→ 5%	·	·	1.3	2.4	9.0	1.3	-0.22	0.6	0.034	i	-19	-1.9%	2.0%	12%	-0.83	801
COc1ccc(-c2[nH]ncc2CN(C)Cc2nonc2C)c(OC)c1
→ 1%	1.6	943	1.8	1.2	4.9	1.1	-0.27	0.32	-0.2	i	16	0.2%	0.0%	0%	-1.1	1388
CCN(CC)C(=O)c1sc(NC(=O)c2ccc(C)c([N+](=O)[O-])c2)c(C#N)c1C
→ 10%	-0.4	1352	3.0	1.7	4.3	-0.15	-0.16	0.47	-0.69	i	17	-2.3%	0.4%	7%	-0.01	1661
COc1ccc(C(=O)/C=C/c2cn(CC(O)CN3CCOCC3)c3ccccc23)cc1 (stereo unspecified)
→ 14%	-2.8	1059	5.5	2.5	11	0.67	-0.016	0.73	-1.4	i	-8	-0.9%	1.6%	10%	1.5	1443

Continued:
Value order – M17LAP inhibition	b-catenin transl	b-catenin transl cell count 5 µM	MT stabilize HCS	MT stabilize HCS Hoechst-high %	MT stabilize HCS cytotoxicity %	Dynein cargo inh	Dynein cargo inh cytoplasmic EGFP	Dynein cargo inh nuclear GR-EGFP	Dynein cargo inh cell count	Autophagy mod	Autophagy mod cell loss 18 h	ER stress rescue	K1F lysis inhibition	M1AAP inhibition	Ins promoter up	Ins promoter up cell count
COc1ccccc1C1CC(c2ccccc2)=NN1S(=O)(=O)c1ccccc1 (stereo unspecified)
→ 2%	-0.2	1348	·	·	·	0.94	-0.2	0.36	0.012	·	·	·	3.0%	2%	0.08	976
CC(C)n1cc(-c2nc(C(=O)NN)cs2)c(=O)n(Cc2ccccc2)c1=O
→ 12%	-0.6	1134	·	·	·	1.5	-0.11	0.88	-1.7	·	·	·	0.9%	14%	0.61	1441
O=C(COc1ccccc1)NCc1nnc(SCC(=O)Nc2nccs2)n1-c1ccccc1
→ 5%	·	·	2.2	3.7	6.3	-0.64	-0.24	-0.22	0.21	i	0	0.0%	2.5%	5%	-0.4	940
Cc1cc(C)n(-c2ccc(C(=O)OCC(=O)Nc3ccc(Cl)c(S(=O)(=O)N(C)C)c3)cc2)n1
→ 4%	·	·	2.4	2.6	7.9	-1.1	-0.15	-0.62	1.1	i	-1	-0.6%	1.7%	0%	·	·
O=C(Nc1ccc2c(c1)CCC2)c1cc(=O)[nH]c2ccccc12
→ -2%	-1.8	1120	·	·	·	0.67	-0.25	0.28	-0.67	·	·	·	2.1%[50 µM]	7%	-0.36	1323
CC(C)C[C@H](NC(=O)c1nc[nH]c1C(=O)NCCCCCNC(=O)OC(C)(C)C)C(=O)OCc1ccccc1
→ 2%	-3.8	1186	2.0	1.4	5.3	-1.2	-0.21	-0.35	0.57	i	-4	-4.3%	0.0%	-14%	0.16	1367
CCOC(=O)C(C(C)C)C(N)Cc1ccc(F)cc1 (stereo unspecified)
→ 5%	-0.4	1073	2.3	2.7	5.0	0.3	-0.31	-0.25	-0.71	i	-3	-5.2%	0.1%	9%	-0.94	1240
O=C(OCC(=O)N1CCN(C(=O)c2ccco2)CC1)c1ccccc1C(=O)c1ccccc1
→ 7%	-2.7	839	3.4	2.9	9.0	-2	-0.35	-0.87	2.2	i	7	0.0%	2.0%	5%	0.25	1210
C=CCn1c(Cc2cccs2)nnc1SCC(=O)Nc1ccc(OC)cc1
→ 27%	-5.1	998	3.9	1.9	13	-1	-0.28	-0.31	0.38	i	5	0.6%	0.5%	4%	-1.5	1115
CC1Cc2ccccc2N1C(=O)c1nn(C)cc1Br (stereo unspecified)
→ 9%	-2.1	969	5.0	2.0	5.7	-0.72	-0.15	-0.68	0.5	i	7	-0.7%	2.9%	6%	·	·
COc1cccc(-c2cc(C(=O)Nc3cc(OC)c(OC)c(OC)c3)no2)c1
→ 11%	·	·	49*	34*	29*	0.27	-0.27	0.052	0.33	i	4	-2.0%	1.2%	10%	-0.34	1105
Brc1ccc(-c2nnc3sc(CNC4CCCC4)cn23)cc1
→ 5%	-2.4	554	3.8	3.3	7.5	-0.83	-0.28	0.26	0.5	i	33	-4.1%	2.7%	1%	0.81	1221
NC(=O)c1ccc[n+](Cc2cccc3ccccc23)c1
→ -8%	-0.8	941	2.0	1.4	7.4	-0.29	-0.22	-0.18	-0.0011	i	8	-1.1%	0.3%[50 µM]	3%	-0.54	1485
O=C(CN1CC[C@@]2(O)CCCC[C@H]2[C@@H]1c1ccc(F)cc1)NCc1ccco1
→ -3%	-0.8	1347	·	·	·	0.039	-0.22	-0.082	-0.27	·	·	·	-0.9%	6%	0.14	1164
CN1CC2(C)CN(C(c3ccccc3)c3ccccc3)CC(C)(C1)C2O (stereo unspecified)
→ -4%	-3.6	1154	1.8	1.4	2.8	-1	-0.11	0.17	-0.12	i	4	-1.1%	0.1%	8%	0.25	1309
O=C(Cn1nc(-c2ccccc2)ccc1=O)NCC1CCCO1 (stereo unspecified)
→ 9%	0.5	1443	3.6	2.7	1.5	-0.31	-0.24	-0.95	0.21	i	-7	0.1%	1.4%	5%	0.44	1421
CCN(CC)S(=O)(=O)c1ccc(N=Nc2c(C)[nH]n(C(N)=S)c2=O)cc1
→ 60%	-0.9	585	3.2	2.1	1.8	1.5	0.002	1.8	-2.4	i	11	-3.4%	2.7%	6%	·	·

Assay outcomes deposited in PubChem by several laboratories.
